Assay outcomes from PubChem BioAssay.
PI4K2A block: qHTS for small molecular inhibitors of PI4K2A; Phosphatidylinositol 4-kinase type 2-alpha (Homo sapiens), Q9BTU6; purified PI4K2A, ADP-Glo luminescence, 1 h; active compounds read low; activity change, negative = inhibition, % at 76.9 µM; hit rate 0.13% among 420,000; AID 1346378, 2018; in the data active means activity change below about -50%; inconclusive means mostly about -30% to -49%;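 further: -100% = wells without enzyme as full effect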
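ADP-Glo luminescence measured ADP generated by PI4K2A enzyme (4 ug/mL before mixing) with 1.2 mM PI substrate (pre-mix) and 300 microM ATP (pre-mix). Tris pH7.5 buffer with MgCl2, Triton X-100; 1 h reaction at ambient temperature.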
GLS inh: qHTS for Inhibitors of Glutaminase (GLS); Glutaminase kidney isoform, mitochondrial (Homo sapiens), O94925; GLS enzymatic activity, qHTS titration; Potency, µM (series often up to 45.5 µM), without a hit: top-dose activity change, negative = inhibition, actives largely listed as inhibitors; hit rate 0.21% among 410,000; AID 624170, 2012; further: potency means the concentration at half of the fitted maximal effect; on the % scale 0 is the no-effect control and ±100 the full control effect
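Glutamate formation by hKGA was monitored fluorometrically using coupled glutamate oxidase, HRP and Amplex Red. Substrate was added as 1 mM L-glutamine solution; incubation was 30 min at RT after an initial read.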
rTrxR1 inhibitor: qHTS Assay for Inhibitors of Mammalian Selenoprotein Thioredoxin Reductase 1 (TrxR1): qHTS; recombinant rTrxR1, NADPH fluorescence consumption, selenite substrate; Potency, µM (series often up to 114 µM), inactives show at the top dose activity change, negative = inhibition, most hits filed as inhibitors; hit rate 1% among 390,000; AID 588453, 2011; further: potency means the concentration at half of the fitted maximal effect; on the % scale 0 is the no-effect control and ±100 the full control effect; nearly all actives have a fitted effect of over 65% in size
Target sequence (O89049 whole entry, looked up): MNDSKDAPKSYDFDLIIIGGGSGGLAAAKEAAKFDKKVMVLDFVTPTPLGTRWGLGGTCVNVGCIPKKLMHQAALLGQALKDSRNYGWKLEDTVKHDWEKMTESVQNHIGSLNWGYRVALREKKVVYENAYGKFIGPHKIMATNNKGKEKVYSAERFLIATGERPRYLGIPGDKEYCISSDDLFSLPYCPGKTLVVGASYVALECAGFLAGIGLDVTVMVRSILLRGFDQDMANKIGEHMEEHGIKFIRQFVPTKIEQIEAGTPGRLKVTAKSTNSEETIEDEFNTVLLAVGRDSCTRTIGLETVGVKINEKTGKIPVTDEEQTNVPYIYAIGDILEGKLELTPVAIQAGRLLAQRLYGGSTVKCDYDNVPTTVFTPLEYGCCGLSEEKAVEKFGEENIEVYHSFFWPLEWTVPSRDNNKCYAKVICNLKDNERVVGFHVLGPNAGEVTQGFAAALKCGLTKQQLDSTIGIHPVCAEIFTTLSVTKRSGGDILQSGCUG
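Rat TrxR1 (90 nM in the dispensed reagent) was pre-reduced with 400 uM NADPH for 5 min at room temperature, then incubated with compound for 15 min. After 400 uM selenite was added, NADPH fluorescence (Ex 340/Em 450 nm) was followed for 8 min.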
USP1-UAF1 inh: Inhibitors of USP1/UAF1: Primary Screen. Ubiquitin carboxyl-terminal hydrolase 1 (Homo sapiens), O94782. recombinant USP1/UAF1, Ub-Rhodamine cleavage fluorescence. Potency, µM (titrated, usually from 57.1 µM), for inactives: top-dose activity change, negative = inhibition, usual class: inhibitors. hit rate 0.23% among 390,000. AID 743255, 2014; further: potency means the concentration at half of the fitted maximal effect; on the % scale 0 is the no-effect control and ±100 the full control effect; nearly all actives have a fitted effect of over 60% in size; inactives centre near -12
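USP1/UAF1 complex (1 nM) preincubated 15 min at room temperature with compound, then Ub-Rho substrate (150 nM final) added. Kinetic fluorescence at 480/540 nm over 6 reads at 60 s intervals; 50 mM HEPES pH 7.8, 0.5 mM EDTA, 0.1 mg/ml BSA, 1 mM TCEP, 0.01% Tween-20.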
TrxR1 substrate: qHTS Assay for Substrates of Mammalian Selenoprotein Thioredoxin Reductase 1 (TrxR1): qHTS | AID 588456, 2011 | Potency, µM (titrated, usually from 114 µM), for inactives: at the top dose activity change, negative = substrate turnover | purified TrxR1 substrate turnover, NADPH consumption readout | hit rate 0.01% among 390,000 | Thioredoxin reductase 1, cytoplasmic (Rattus norvegicus), O89049; further: potency means the concentration at half of the fitted maximal effect; on the % scale 0 is the no-effect control and ±100 the full control effect; nearly all actives have a fitted effect of over 50% in size
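Rat TrxR1, dispensed at 90 nM, was prereduced with 400 uM NADPH (final) for 5 min at ~22 deg C, then incubated with compound 15 min before 400 uM selenite. A first-read NADPH fluorescence drop versus no-compound background flagged substrates.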
IDH1 R132H inh: qHTS for Inhibitors of mutant isocitrate dehydrogenase 1 (IDH1): qHTS; Potency, µM (highest dose often 76.6 µM), without a hit: at the highest dose activity change, negative = inhibition, hits mostly inhibitors; IDH1-R132H enzyme, NADPH consumption, diaphorase/resazurin fluorescence; hit rate 0.093% among 390,000; Isocitrate dehydrogenase [NADP] cytoplasmic (Homo sapiens), O75874; further: potency means the concentration at half of the fitted maximal effect; on the % scale 0 is the no-effect control and ±100 the full control effect; nearly all actives have a fitted effect of over 65% in size
Target sequence (O75874 whole entry R132H, stated change not applied): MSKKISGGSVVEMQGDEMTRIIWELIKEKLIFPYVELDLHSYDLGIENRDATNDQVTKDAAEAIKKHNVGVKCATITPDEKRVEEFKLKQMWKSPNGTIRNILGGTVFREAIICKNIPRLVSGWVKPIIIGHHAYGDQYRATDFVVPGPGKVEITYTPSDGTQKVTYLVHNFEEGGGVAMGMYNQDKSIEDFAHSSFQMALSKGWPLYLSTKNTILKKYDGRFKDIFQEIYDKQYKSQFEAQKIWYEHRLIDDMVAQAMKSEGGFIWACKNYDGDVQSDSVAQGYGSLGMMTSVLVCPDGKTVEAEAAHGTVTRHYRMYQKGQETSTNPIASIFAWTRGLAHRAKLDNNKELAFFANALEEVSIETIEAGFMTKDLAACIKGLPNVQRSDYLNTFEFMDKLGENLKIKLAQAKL
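IDH1-R132H (0.5 ug/mL dispensed) in pH 7.5 Tris buffer was preincubated 30 min with compound, then given a substrate mix of 0.016 mM NADPH and 2 mM alpha-KG for 80 min at room temperature; remaining NADPH was read by diaphorase/resazurin fluorescence.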
HP1b chromo inh: HTS for Inhibitors of HP1-beta Chromodomain Interactions with Methylated Histone Tails; Potency, µM (series often up to 114 µM), for inactives: top-dose activity change, negative = inhibition, actives largely listed as inhibitors; AlphaScreen HP1-beta / biotin-H3K9me3 peptide binding; hit rate 0.56% among 390,000; Chromobox protein homolog 1 (Homo sapiens), P83916; further: potency means the concentration at half of the fitted maximal effect; nearly all actives have a fitted effect of over 70% in size; inactives centre near 23
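HP1-beta protein (50 nM final) preincubated 30 min at room temperature with biotinylated H3(1-18)K9me3 peptide (50 nM) in PBS pH 7.4, 0.01% Tween-20, then compound added for 30 min. AlphaScreen streptavidin donor/nickel chelate acceptor beads (10 ug/mL final), 30 min dark, luminescence read.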
Pin1 inh: qHTS Assay to Find Inhibitors of Pin1. Peptidyl-prolyl cis-trans isomerase NIMA-interacting 1 (Homo sapiens), Q13526. Pin1 FP peptide displacement, HiFluor488, 10 min. Potency, µM (doses to about 115 µM), for the others: at the top dose activity, negative = inhibition, most hits filed as inhibitors. hit rate 0.009% among 390,000; active means well fitted inhibition curve with a large enough effect in the polarisation, with a control signal flat, not every such curve was filed as active; inconclusive means small, poorly fitted or top-dose-only effect, or effect the other way, or a change in a side signal; inactive means no such curve, though single readings can be large or run the other way; the % refers to the polarisation; further: potency means the concentration at half of the fitted maximal effect; on the % scale 0 is the no-effect control and ±100 the full control effect
Target sequence (Q13526 whole entry, looked up): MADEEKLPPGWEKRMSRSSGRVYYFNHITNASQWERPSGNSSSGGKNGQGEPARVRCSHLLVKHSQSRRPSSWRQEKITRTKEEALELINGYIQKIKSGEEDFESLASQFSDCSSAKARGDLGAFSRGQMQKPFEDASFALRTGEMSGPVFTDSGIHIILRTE
PGK inhibitor: qHTS Assay to Find Inhibitors of Phosphoglycerate Kinase; Potency, µM (top dose mostly 57.5 µM), for inactives: at the highest dose activity change, negative = inhibition, actives largely listed as inhibitors; Phosphoglycerate kinase, glycosomal (Trypanosoma brucei brucei), P07378; AID 602233, 2012; PGK/GAPDH coupled, Kinase-Glo luminescence, 60 min; hit rate 0.043% among 380,000; further: potency means the concentration at half of the fitted maximal effect; on the % scale 0 is the no-effect control and ±100 the full control effect; nearly all actives have a fitted effect of over 60% in size
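Recombinant glycosomal PGK reaction used 1,3-bisphosphoglycerate generated in-well by GAPDH (100nM final) in 100mM TEA pH 7.6, 5mM MgCl2, 0.01% Tween-20. After 60 minutes at room temperature, ATP was read by Kinase-Glo Plus luminescence end-point.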
* hit, by the source's call; i = inactive; ? = inconclusive; . = no result given; & = joins results of further samples; [ ] = dose if it differs, or a comment. Unless noted, the call rests on the fitted dose curve; in most records, active means well fitted curve in the direction sought with a large enough effect; inconclusive means small, poorly fitted or top-dose-only effect, or another doubt; inactive means no such curve, though single readings can be large; an effect the other way counts as inactive or inconclusive.

PI4K2A block | GLS inh | compound | rTrxR1 inhibitor | USP1-UAF1 inh | TrxR1 substrate | IDH1 R132H inh | HP1b chromo inh | Pin1 inh | PGK inhibitor
-2 | -10% | O=C(O)CCCC(=O)Nc1ccc(C(=O)NCc2cccnc2)cc1 | -1% | -15% | -8% | 1% | 71%[activator] | -2% | -11%
4 | -5% | CCn1cc(C(=O)N2CCOCC2)c(=O)c2cc(S(=O)(=O)N(C)C3CCCCC3)ccc21 | 11% | -6% | 5%[57.1 µM] | 10% | 50%[activator] | -2% | -6%
0 | 22% | COc1cccc(-c2nn(C)c3sc(C(=O)N4CCN(c5cccc(C)c5)C(C)C4)cc23)c1 (centres undefined) | 0% | -26% | 0% | -17% | 6% | 14% | 8%
2 | 12% | Cn1cc(CN2CCCCC2C(=O)Nc2ccc(-n3cccn3)cc2)cn1 (centres undefined) | 2% | -20% | -6% | 1% | 26% | 1% | 0%
1 | 7% | Cc1noc(COc2ccccc2OCc2onc(C)c2Cl)c1Cl | 20% | -8% | 0% | 10% | 154%[activator] | 0% | -6%
-5 | 19% | O=C1c2ccccc2C(=O)N1CCc1csc(NNc2nc(CCN3C(=O)c4ccccc4C3=O)cs2)n1 | ? | -9% | -14% | -7% | -12% | ? | -5%
2 | 11% | CCC(c1nnnn1CCC(C)C)N1CCC(C(N)=O)CC1 (centres undefined) | -5% | -14% | 8% | 2% | 46%[activator] | 0% | 4%
9 | -3% | O=C(Nc1ccc(S(=O)(=O)Nc2nccs2)cc1)c1ccc(F)c(S(=O)(=O)N2CCOCC2)c1 | 17% | -24% | 3% | 4% | 12% | ? | -18%
2 | -8% | O=C(O)c1ccc(/C=N/N2CCN(Cc3ccccc3)CC2)cc1 | -22% | -12% | -16% | 6% | 29% | -2% | 0%
0 | 7% | CCOc1ccc(CN2CCN(Cc3[nH]c4ccc(OC)cc4c3C)CC2CCO)cc1 (centres undefined) | 8%[57.1 µM] | -6% | 7% | 11% | -15% | -1% | 7%
0 | -17% | Cc1cc(C)c(Nc2nn3c(=O)c4cc5c(cc4nc3s2)OCO5)c(C)c1 | -6% | -22% | 4%[2.29 µM] | 0% | ? | 6% | -4%
4 | 21% | CCCc1[nH]nc2c1C(c1ccc(OC)c(Cn3nc(C)c(Br)c3C)c1)C(C#N)=C(N)O2 (centres undefined) | -4%[57.1 µM] | -28% | -13% | ? | 36% | -2% | -4%
6 | -1% | COc1ccc(S(=O)(=O)N2CCCCC2)cc1NC(=O)CN1CCN(C(C)=O)CC1 | 4%[57.1 µM] | -14% | 1%[57.1 µM] | -2% | 18% | 2% | 10%
0 | 10% | CCOC(=O)c1sc2nc3c(cc2c1N)COC(C)(C)C3 | 14% | -18% | 10% | 4% | 88%[activator] | -7% | 4%
4 | 0% | O=C(COC(=O)c1cccc(S(=O)(=O)NCc2ccccc2)c1)NC1CC1 | 13% | -17% | 4% | -1% | 19%[57 µM] | -2% | -6%
-2 | 15% | COc1ccc(-c2csc(NC(=O)[C@H](C)N3C(=O)C4CC=CCC4C3=O)n2)cc1OC (some centres undefined) | 4% | -23% | -4% | 1% | -23% | -10% | i
5 | -10% | CCSc1oc(-c2ccco2)nc1S(=O)(=O)c1ccc(F)cc1 | ? | -24% | 0% | 7% | 14% | -1% | -7%
0 | 3% | Cc1cc(C(=O)NCC(=O)OCC(=O)N(C(C)C)C(C)C)ccc1[N+](=O)[O-] | -8%[57.1 µM] | -6% | 3%[57.1 µM] | -1% | 17% | -1% | -10%
-7 | -1% | CC1CCCCN1CC(=O)N1CCCc2c1c(=O)oc1ccc(OCc3ccccc3)cc21 (centres undefined) | 8% | ? | 16% | 0% | 9% | ? | -6%
-3 | -2% | CCN1C(=O)[C@H]2[C@@H](c3ccc(Cl)cc3)N3C(=O)CN(CC4CC4)C(=O)[C@@]3(Cc3ccccc3)[C@H]2C1=O | 30% | -20% | 6% | 5% | 37%[activator] | -10% | i
-5 | 1% | CCN(CC)CC#CCC(OC)(c1ccccc1)c1ccccc1 | 18%[57.1 µM] | -9% | 13%[57.1 µM] | 15% | 21% | -3% | 13%
-7 | 1% | O=C(CS(=O)(=O)c1cn(Cc2cccc(F)c2)c2ccccc12)N1CCCCC1 | 2% | -6% | -5% | 10% | 14% | 0% | i
-13 | ? | COCCN=c1scc(-c2cccs2)n1/N=C/c1ccc(O)c(O)c1O | -23% | -11% | -13% | -5% | ? | 9% | -6%
-3 | 0% | COc1cccc(C2NC(=O)NC(C)=C2C(=O)Nc2ccc(C)cc2)c1OC (centres undefined) | -2% | -5% | 2% | 3% | 34% | -4% | 2%
3 | -1% | COc1cccc2c1Oc1ncccc1N(C(=O)Nc1cccc(Cl)c1)C2 | 25% | -20% | 6% | 8% | 23% | 6% | ?
-4 | 2% | O=S(=O)(Nc1nc2ccccc2nc1N1CCN(c2ccccn2)CC1)c1ccc(Cl)cc1 | 4% | ? | -3% | 8% | 14% | ? | -13%
0 | -6% | CCCc1ccc(OCc2ccc(C(=O)N3CCCC3)o2)cc1 | 5% | -19% | -3% | 8% | 22% | -3% | 0%
-1 | 25% | CN(C)c1ccc(NC(=O)Nc2ccc3snnc3c2)cc1 | 12%[57.1 µM] | -7% | 7%[57.1 µM] | 5% | -27% | 0% | -9%
-2&-7 | -2%&1% | Cc1cc(C)c(NC(=O)Cn2nnc(C(=O)NCc3cccs3)c2N)c(C)c1 | 29%&7% | -21%&-3% | 9%[2.29 µM] | -13%&7% | 17%&37% | 20%&16% | -2%&5%
8 | ? | COc1cccc(-c2nc(CS(=O)(=O)CC(=O)NC3CCCCCC3)c(C)o2)c1 | 9%[57.1 µM] | -7% | 2%[57.1 µM] | 0% | 53%[activator] | 0% | 0%
4 | -2% | COC(=O)c1ccc(CNC(=O)COC(=O)/C=C/c2cccc(OC)c2)cc1 | . | 0% | . | 2% | . | . | 3%
8 | 1% | CC(C)CC(C(=O)Nc1ccc2c(c1)OCCO2)N1C(=O)c2ccccc2C1=O (centres undefined) | 10%[57.1 µM] | -5% | 5%[57.1 µM] | 5% | 19% | -1% | 6%
-3 | ? | COc1ccc(C2C(C(=O)/C=C/c3ccco3)=C(O)C(=O)N2CCN2CCOCC2)cc1OC (centres undefined) | ? | ? | -1% | 6% | 21% | ? | -3%
20 | 1% | CN(C)C(=S)N=c1ssc(=S)n1Cc1cccnc1 | -20% | -19% | -12% | 5% | ? | -6% | -6%
0 | -13% | CCC1Nc2ncnc(N3CCN(c4ccccc4)CC3)c2N(Cc2ccc(C)cc2)C1=O (centres undefined) | 0%[57.1 µM] | -19% | 3%[57.1 µM] | -9% | -3% | 23% | 1%
-2 | 1% | CCC(C)(C)n1nnnc1C(c1cc2cc(OC)c(OC)cc2[nH]c1=O)N1CCc2ccccc21 (centres undefined) | -12% | -23% | -4% | 3% | -6% | 15% | i
-5 | -4% | O=C(CC1C(=O)NCCN1CC1CCCCC1)NC1(c2ccccc2)CC1 (centres undefined) | 9%[57.1 µM] | -13% | 2%[57.1 µM] | 14% | 10% | 1% | -4%
2 | 5% | COc1ccc(CNC(=O)c2cc3c(-c4ccccc4F)nn(C)c3s2)cc1 | 20% | ? | 6% | -6% | 36% | 21% | -2%
3 | -4% | CN(Cc1ccccc1)C(=O)c1ccc(NC(=O)Cc2ccc([N+](=O)[O-])cc2)cc1 | 8% | -19% | -10% | -3% | 28% | -3% | -2%
4 | -15% | Cc1ccc(/C=C2\C(=O)ON=C2c2ccccc2)o1 | 17%[57.1 µM] | -8% | -11% | 8% | ? | -5% | -1%
1 | 2% | CCOc1ccc(C2C(C(=O)c3cccs3)=C(O)C(=O)N2CCN2CCOCC2)cc1 (centres undefined) | -6% | -15% | -9% | -1% | 46%[activator] | -6% | .

Two entries from above, with each value named.
CCCc1ccc(OCc2ccc(C(=O)N3CCCC3)o2)cc1
  PI4K2A block: 0; GLS inh: -6%; rTrxR1 inhibitor: 5%; USP1-UAF1 inh: -19%; TrxR1 substrate: -3%; IDH1 R132H inh: 8%; HP1b chromo inh: 22%; Pin1 inh: -3%; PGK inhibitor: 0%
CN(C)c1ccc(NC(=O)Nc2ccc3snnc3c2)cc1
  PI4K2A block: -1; GLS inh: 25%; rTrxR1 inhibitor: 12%[57.1 µM]; USP1-UAF1 inh: -7%; TrxR1 substrate: 7%[57.1 µM]; IDH1 R132H inh: 5%; HP1b chromo inh: -27%; Pin1 inh: 0%; PGK inhibitor: -9%

Some of the compounds tested; the hit share may differ from the screen's.
